SW480 rereplic: induces DNA re-replication in SW480 colon adenocarcinoma cells; SW480 DNA re-replication, Hoechst DNA content imaging, 48 h; Potency, µM (top dose mostly 46.1 µM), without a hit: at the highest dose re-replication activation, usual class: activators; 1.8% of 340,000 active; AID 624297; also: potency is read from the fitted curve at half-maximal effect; % of control where 0% means no effect; nearly all actives have a fitted effect of over 55% in size
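First, 250 cells per well were seeded. Next, compound or vehicle (23 nL) was pinned in, plates sat 48 hr at 37 C. Finally Hoechst was added for 40 min before fluorescence scanning.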
HT1080 IDH1KD tx: kills HT-1080 cells with IDH1 knockdown; HT-1080 IDH1 knockdown viability, ATP luminescence, 48 h; Potency, µM (top dose mostly 46.1 µM), for inactives: at the highest dose activity, negative = toxicity, most hits filed as cytotoxic; 2% of 360,000 active;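 also: potency is read from the fitted curve at half-maximal effect; 0% = DMSO wells and -100% = cell-free medium wells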
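CellTiter-Glo luminescence after 48 h compound exposure at 37 degrees C of IDH1-knockdown HT-1080 cells in 5% FBS RPMI. %Activity scaled between DMSO wells and cell-free media wells, with curves fitted and assigned curve classes.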
KB-3-1 tox: kills parental KB-3-1 adenocarcinoma cells; KB-3-1 viability, CellTiter-Glo ATP luminescence, 72 h; Potency, µM (doses to about 46.1 µM), for inactives: top-dose activity change, negative = cytotoxic, usual class: cytotoxic; 1.4% of 400,000 active; AID 1347075; also: potency is read from the fitted curve at half-maximal effect; % is scaled to controls: 0 for no effect and ±100 for the full control effect; nearly all actives have a fitted effect of over 60% in size
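Screening of KB-3-1 cells (DMEM, 10% FBS, phenol-red free) ran from lowest to highest compound concentration; after 72 h at 37 °C viability was read luminescently and curves fitted.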
KB-V1 MDR tox: kills drug-selected multidrug resistant KB-V1 cells; AID 1347076; Potency, µM (doses to about 46.1 µM), inactives show top-dose activity change, negative = cytotoxicity, usual class: cytotoxic; 3.4% of 400,000 active; KB-V1 MDR cells viability, CellTiter-Glo, 72 h; also: potency is read from the fitted curve at half-maximal effect; % is scaled to controls: 0 for no effect and ±100 for the full control effect; nearly all actives have a fitted effect of over 60% in size
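Following 72 h at 37 degrees C with compound, KB-V1 cell viability was read by CellTiter-Glo luminescence, medium being phenol-red-free DMEM plus 10% FBS; concentration-response parameters came from normalized, curve-fitted qHTS data.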
WRN inhibitor: inhibitors of human WRN helicase; Potency, µM (titrated, usually from 114 µM), inactives show at the top dose activity change, negative = inhibition, most hits filed as inhibitors; Q14191; WRN helicase unwinding, fluorescent forked duplex, kinetic; 0.46% of 360,000 active; also: potency is read from the fitted curve at half-maximal effect; % is scaled to controls: 0 for no effect and ±100 for the full control effect; nearly all actives have a fitted effect of over 55% in size
Target sequence (Q14191 whole entry, looked up): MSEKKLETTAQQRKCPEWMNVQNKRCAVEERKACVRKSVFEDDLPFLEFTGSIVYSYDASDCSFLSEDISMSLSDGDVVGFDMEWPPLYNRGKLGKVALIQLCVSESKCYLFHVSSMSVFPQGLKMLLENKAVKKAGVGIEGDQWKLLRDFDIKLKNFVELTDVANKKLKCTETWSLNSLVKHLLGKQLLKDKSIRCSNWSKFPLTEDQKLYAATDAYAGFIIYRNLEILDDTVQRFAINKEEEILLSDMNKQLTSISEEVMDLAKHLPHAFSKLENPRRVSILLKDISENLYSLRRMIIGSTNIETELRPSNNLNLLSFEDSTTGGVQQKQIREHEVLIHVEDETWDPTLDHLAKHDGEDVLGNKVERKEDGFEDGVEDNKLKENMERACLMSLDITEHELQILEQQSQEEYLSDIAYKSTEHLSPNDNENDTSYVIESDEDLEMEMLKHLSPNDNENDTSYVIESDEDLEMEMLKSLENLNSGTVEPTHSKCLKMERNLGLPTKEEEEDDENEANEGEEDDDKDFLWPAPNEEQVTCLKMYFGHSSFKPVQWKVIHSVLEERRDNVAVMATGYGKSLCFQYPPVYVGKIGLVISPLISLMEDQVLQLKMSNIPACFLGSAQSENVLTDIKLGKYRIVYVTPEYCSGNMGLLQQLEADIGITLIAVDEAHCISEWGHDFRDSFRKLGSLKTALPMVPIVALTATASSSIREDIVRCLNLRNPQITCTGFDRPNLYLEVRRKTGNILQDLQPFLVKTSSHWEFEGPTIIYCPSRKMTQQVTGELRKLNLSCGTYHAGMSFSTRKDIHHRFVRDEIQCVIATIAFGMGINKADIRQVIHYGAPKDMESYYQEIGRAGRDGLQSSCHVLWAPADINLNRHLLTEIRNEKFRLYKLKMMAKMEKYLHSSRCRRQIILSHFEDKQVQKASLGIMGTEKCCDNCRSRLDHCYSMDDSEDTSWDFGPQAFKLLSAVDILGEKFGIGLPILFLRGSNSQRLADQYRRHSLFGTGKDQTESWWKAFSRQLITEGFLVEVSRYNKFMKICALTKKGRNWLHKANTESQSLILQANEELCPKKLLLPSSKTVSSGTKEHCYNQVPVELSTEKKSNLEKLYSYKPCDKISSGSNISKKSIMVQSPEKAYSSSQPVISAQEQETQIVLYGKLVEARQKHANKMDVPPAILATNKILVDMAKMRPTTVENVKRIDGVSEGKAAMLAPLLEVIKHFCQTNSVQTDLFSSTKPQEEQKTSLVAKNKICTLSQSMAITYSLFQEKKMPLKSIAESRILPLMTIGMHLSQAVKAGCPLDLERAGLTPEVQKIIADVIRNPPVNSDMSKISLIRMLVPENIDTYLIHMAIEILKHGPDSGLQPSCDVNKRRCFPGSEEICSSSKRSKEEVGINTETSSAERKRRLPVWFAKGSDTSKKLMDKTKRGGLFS
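WRN at 20 nM final was preincubated with compound for 15 min at room temperature; reaction started with 100 nM forked duplex oligonucleotide carrying fluorophore and quencher plus 2 mM ATP (final). Unwinding followed kinetically by red fluorescence (ex 525/em 598 nm).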
MCF10A rerep: DNA re-replication induction in MCF 10a cells. MCF 10A DNA re-replication, Hoechst nuclear intensity, 48 h. Potency, µM (series often up to 46.1 µM), for the others: at the highest dose activity, positive = re-replication, actives largely listed as activators. 2.9% of 350,000 active; also: potency is read from the fitted curve at half-maximal effect; % of control where 0% means no effect; nearly all actives have a fitted effect of over 50% in size
HT1080NT lethal: kills 2HG-producing HT-1080-NT fibrosarcoma cells; AID 686970; Potency, µM (highest dose often 46.1 µM), for inactives: top-dose activity, negative = less viability, actives largely listed as cytotoxic; 1.6% of 360,000 active; HT-1080-NT fibrosarcoma viability, CellTiter-Glo ATP luminescence, 48 h;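 also: NT is the 2HG producing partner of a matched IDH1 knockdown line; potency is read from the fitted curve at half-maximal effect; 0% = DMSO-treated cells and -100% = media-only wells without cells; nearly all actives have a fitted effect of over 55% in size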
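750 cells/well, RPMI + 5% FBS; 2 h settle, compound pin-transfer, 48 h at 37 degrees C. CellTiter-Glo 10 min RT, luminescence. Normalized to DMSO and media-only wells.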
IL-1B inflam inh: inhibitors of inflammasome signaling (IL-1 beta secretion); 4.7% of 360,000 active; activity change, % at 57.5 µM; THP-1 LPS/ATP IL-1B secretion, AlphaLISA, 16 h; stronger effect = lower value; in the data active = activity change below about -50%; inconclusive = mostly about -30% to -49%; also: % is scaled to controls: 0 for no effect and ±100 for the full control effect
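THP-1 cells pretreated 1 hr with compounds (up to 57.5 uM final), then stimulated with LPS (250 ng/mL final) plus ATP (1.25 mM final); secreted IL-1B measured by AlphaLISA after 16 hr, decreased signal indicating inhibition.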
ATXN2 expr inh: ATXN2 expression inhibition. HEK-293 ATXN2-luciferase reporter, luminescence, 24 h. Potency, µM (titrated, usually from 57 µM), for inactives: at the highest dose activity change, negative = inhibition, hits mostly inhibitors. 0.72% of 360,000 active. AID 1745845; also: potency is read from the fitted curve at half-maximal effect; % is scaled to controls: 0 for no effect and ±100 for the full control effect; nearly all actives have a fitted effect of over 55% in size
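ATXN2-luciferase reporter cells (luciferase flanked by upstream and downstream ATXN2 gene portions) were treated 24 h at 37 °C with compounds at up to 57 uM. SteadyGlo luminescence gave expression; GF-AFC fluorescence gave viability.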
* = called active by the depositor; u = inconclusive; x = no result given; [ ] = another dose, or the depositor's remark. Unless noted, calls follow the shape of the dose curve; as a rule, active = well fitted curve in the direction sought with a large enough effect; inconclusive = small, poorly fitted or top-dose-only effect, or another doubt; inactive = no such curve, though single readings can be large; an effect the other way counts as inactive or inconclusive.

SMILES	SW480 rereplic	HT1080 IDH1KD tx	KB-3-1 tox	KB-V1 MDR tox	WRN inhibitor	MCF10A rerep	HT1080NT lethal	IL-1B inflam inh	ATXN2 expr inh
O=S(=O)(c1cccc2nsnc12)N1CCN(c2ncccn2)CC1	-1%	1%	0%	-12%	0%	-2%	2%	-1	1%
Brc1ccc(C2=Nn3cnnc3SC2)cc1	-26%	-1%	-12%	-6%	1%	-9%	1%	-16	u
Cc1[nH]c(=O)c(C(=O)/C=C/c2ccccc2)c2c1CCCC2	21µM*	4µM*	-4%	8%	-3%	u	7.1µM*	-98*	u
COC(=O)C1(c2ccccc2)NC(c2cccs2)C2C(=O)N(c3ccccc3)C(=O)C21 (stereo unspecified)	51%	-11%	u	23µM*	8%	18%	5%	17	-4%
CC(C)C(=O)NC(=S)Nc1ccc(S(=O)(=O)Nc2ccccc2)cc1	u	15%	-13%	23µM*	-13%	u	1%	1	-1%
CCCNC(=O)C(=O)Nc1ccc2c(c1)N(S(=O)(=O)c1cccs1)CCC2	18µM*	u	u	u	0%	15µM*	u	20	1%
COc1ccc(CCNC(=O)CNCC(c2ccccc2)N(C)C)cc1OC (stereo unspecified)	-5%	15%	6%	u	3%	6%	8%	3	x
Cc1nc(-c2ccccc2)sc1-c1nc(-c2ccncc2)ncc1S(=O)(=O)c1ccccc1	u	6%	u	u	1%	24%	15%	-54*	-20%
Cn1nnnc1SCCOc1ccc(C#N)cc1	-9%	8%	-1%	14%	6%	0%	19%	u	8%
COc1ccc(NC(=O)c2cc([N+](=O)[O-])ccc2N2CCCCC2)cc1OC	-2%	-27%	19%	u	-23%	5%	-17%	12	6%
Cc1cc(Cl)ccc1C(O)c1ncc(-c2cccc3ccccc23)[nH]1 (stereo unspecified)	x	u	0%	6%	-7%	x	u	-27	-20%
Cc1ccn2cc(-c3cccc([N+](=O)[O-])c3)nc2c1	-11%	u	-2%	-24%	-7%	-1%	-4%	-11	18%
CCOC(=O)C1=NN(c2ccc(Cl)cc2)/C(=C/C2=NCCc3cc(OC)c(OC)cc32)S1	-18%	-1%	8%	2%	-2%	5%	0%	-28	x
COC(=O)c1cc2sccc2n1Cc1ccc(C)cc1	-5%	-5%	1%	u	-12%	5%	-3%	-1	-1%
CCOc1ccc(CC(=O)N/N=C(\C)c2cccnc2)cc1OCC	2%	-4%	-20%	-18%	-10%	21µM*	-3%	9	3%

An excerpt of these results, comma-delimited:
Molecule,SW480 rereplic,HT1080 IDH1KD tx,KB-3-1 tox,KB-V1 MDR tox,WRN inhibitor,MCF10A rerep,HT1080NT lethal,IL-1B inflam inh,ATXN2 expr inh
CCCNC(=O)C(=O)Nc1ccc2c(c1)N(S(=O)(=O)c1cccs1)CCC2,18µM*,u,u,u,0%,15µM*,u,20,1%
Cc1nc(-c2ccccc2)sc1-c1nc(-c2ccncc2)ncc1S(=O)(=O)c1ccccc1,u,6%,u,u,1%,24%,15%,-54*,-20%
COC(=O)C1(c2ccccc2)NC(c2cccs2)C2C(=O)N(c3ccccc3)C(=O)C21 (stereo unspecified),51%,-11%,u,23µM*,8%,18%,5%,17,-4%

The listing continues.
SMILES	SW480 rereplic	HT1080 IDH1KD tx	KB-3-1 tox	KB-V1 MDR tox	WRN inhibitor	MCF10A rerep	HT1080NT lethal	IL-1B inflam inh	ATXN2 expr inh
CC1(C)CN(CCc2ccccc2)C(=O)[C@H]1CC(=O)Nc1ccccc1	x	4%	-3%	-8%	-11%	x	2%	3	3%
O=C(Nc1ccc(F)c(F)c1)C1CCN(S(=O)(=O)c2cccc3nonc23)CC1	-5%	-14%	u	12µM*	2%	12%	u	u	-14%
Cc1nc(S(=O)(=O)N(C)c2ccccc2)c(C#N)c(C)c1Cl	9.2µM*	u	u	-9%	-9%	u	u	u	u
C=CCn1c(COc2ccccc2)nc2ccccc21	-9%	8%	0%	-12%	2%	0%	3%	-13	19%
CNC(=O)N(O)C1N(C)C(=O)N(Cc2ccccc2)C1(C)C (stereo unspecified)	-5%	1%	6%	-5%	-5%	-7%	2%	8	-1%
O=c1c2ccccc2ncn1-c1ccc(Cl)cc1Cl	-12%	19%	2%	-20%	-11%	-1%	u	-23	x
O=C(NCc1ccc(OC(F)(F)F)cc1)C1CC2Cn3c(nc4ccccc43)C2N1c1ccccc1 (stereo unspecified)	-14%	4%	10%	u	2%	u	11%	-3	6%
COc1cc2c(cc1OC)CN(c1ccc(F)cc1[N+](=O)[O-])CC2	-11%	-11%	0%	-6%	-6%	-9%	-1%	-67*	7%
Clc1cccc(-c2ccc(C3Nc4cccc5cccc(c45)N3)o2)c1	1%	x	u	1%	x	-3%	x	x	8%
O=C(NCCOc1ccc(Cl)cc1)C1CC(=O)N(c2ccc(F)cc2)C1 (stereo unspecified)	u	-23%	-3%	-11%	-4%	u	u	-5	-4%
COc1ccc(C2CC(c3ccccc3OC(C)=O)=NN2C(C)=O)cc1 (stereo unspecified)	16µM*	-9%	u	u	-2%	9%	3%	-8	x
COc1ccc(NC(=O)/C=C/c2ccc(F)cc2)cn1	-1%	-6%	-21%	11%	0%	6%	8%	-23	41%[activator]
C/C(=N\NC(=O)CCC(=O)Nc1ccccc1)c1cccs1	-1%	10%	14%	25%	-2%	-3%	10%	13	2%
COc1ccc(C(=O)Nc2ccccn2)cc1S(=O)(=O)N1CCOCC1	-1%	-1%	x	x	-18%	2%	-1%	20	5%
Cc1ccc(OCC(=O)Nc2ccc(S(=O)(=O)N3CCCCC3)cc2)c([N+](=O)[O-])n1	18%	-1%	-5%	0%	0%	11%	4%	-14	1%
Cc1ccc(NC(=O)c2ncn(CCCNCC3CCCCC3)n2)cc1C	x	u	-1%	4%	1%	x	u	u	-19%
COCCN(C(=O)CNC(=O)c1ccco1)C(C(=O)NC1CCCCC1)c1cccc(OC)c1 (stereo unspecified)	-4%	1%	11%	-24%	-1%	-1%	1%	8	7%
CC(C)(C)c1ccc(C2C3=C(CCCC3=O)NC3=C2C(=O)c2ccccc23)cc1 (stereo unspecified)	5%	-28%	u	0%	-10%	4%	-25%	21	u
COC(=O)CC1Sc2ccccc2NC1=O (stereo unspecified)	2%	2%	1%	-16%	-2%	-6%	-1%	18	-2%
O=C(C[n+]1ccc(-c2cc(C(=O)Nc3cccc(C(F)(F)F)c3)c3ccccc3n2)cc1)c1cccc([N+](=O)[O-])c1	u	u	u	0%	-8%[57.1 µM]	-15%	-28%	-27	u
COc1ccc(Cl)cc1NS(=O)(=O)c1cccc2cccnc12	-1%	u	-4%	-34%	10%	1%	-24%	38	-7%
Cc1cc(NS(=O)(=O)c2ccc(NC(=O)CCCC(=O)O)cc2)nc(C)n1	0%	19%	0%	21%	-23%	2%	19%	10	2%
OC(C#Cc1ccccn1)c1cccs1 (stereo unspecified)	u	u	u	u	-25%	u	u	-95*	u
CN(Cc1ccccc1)CC(O)COc1ccc(CNCc2cc3ccccc3s2)cc1 (stereo unspecified)	u	21µM*	-13%	-10%	0%	u	21µM*	-52*	x
Cc1cccc(N2CCN(Cc3nc(-c4cccc(Cl)c4)oc3C)CC2)n1	-6%	-17%	0%	-20%	-5%	u	-9%	25	x
COc1cc(/C=C/C(=O)OCC(=O)NCCc2ccc(F)cc2)ccc1OC(F)F	-8%	1%	x	x	-22%	-6%	0%	1	2%
Cc1cc(C(=O)N2CC(C)CC(C)C2)n(-c2ccccc2)n1 (stereo unspecified)	-3%	-3%	-25%	-24%	-12%	6%	16%	-9	-14%
O=C(Nc1ccccc1)N1CCCN(c2c(Cl)cncc2Cl)CC1	8%	-25%	0%	-16%	-12%	6%	-1%	u	16%
C[C@H](NC(=O)c1nc[nH]c1C(=O)N[C@@H](C)C(=O)OC(C)(C)C)C(=O)OC(C)(C)C	-82%[inhibitor]	2%	-5%	-17%	-4%	u	-3%	u	4%
CCN(Cc1cnn(C)c1)C(=O)c1cc(COc2ccc3c(c2)CCCC3)on1	1%	0%	7%	-16%	0%	u	0%	-6	-7%
O=C(OCc1nnc(-c2ccccc2)o1)c1ccc(-n2cnnn2)cc1	u	0%	1%	15%	-3%	u	3%	17	9%
COc1ccc(OCCCC(=O)Nc2cc(S(=O)(=O)N3CCCCC3)ccc2OC)cc1	u	2%	-1%	-2%	0%	3%	-1%[9.24 µM]	59	-13%
CC(C)Oc1ccc(Br)cc1/C=N\NC(N)=S	-6%	-11%	0%	u	-11%	u	-17%	-27	-23%
CC(C(=O)Nc1ccccc1)N(C)CCOc1ccc(Br)cc1 (stereo unspecified)	-15%	-1%	1%	3%	-7%	u	-15%	u	-18%
CCN(CCCn1c(=S)[nH]c2ncccc2c1=O)c1ccccc1	4%	11%	-2%	-26%	4%	15%	18%	19	-11%
Oc1ccccc1C(=S)N1CCCCCC1	1%	2%	12%	12%	2%	7%	2%	16	2%
COCCCNC(=O)CS(=O)(=O)Cc1nc(-c2cccc(OC)c2)oc1C	-4%	-5%	7%	4%	-2%	2%	-3%	12	-5%
O=C(Nc1ccccc1)c1ccc(F)c(S(=O)(=O)N2CCOCC2)c1	7%	-8%	-12%	-1%	-9%	2%	7%	22	3%
Cc1cc(C)nc(OC(C(=O)O)C(OCC(C)C)(c2ccccc2)c2ccccc2)n1 (stereo unspecified)	-22%	-16%	-13%	0%	2%	-2%	-25%	20	x
Clc1cccc(Cl)c1CSc1nnc([C@@H]2CCCN2)o1	2%	1%	10%	16%	8%	3%	-11%	4	6%
Cc1ccc(CNC(=O)CN(C)S(=O)(=O)c2cccc3cccnc23)cc1	3%	-2%	4%	-6%	6%	9%	-2%	4	-2%
CCC(=O)Nc1ccc(OC)cc1OC	17%	-18%	1%	-3%	12%	u	-12%	24	1%

Assay outcomes: PubChem, National Center for Advancing Translational Sciences (NCATS)
